# Autophagy HCS – modulators of autophagy. MEF GFP-LC3 puncta imaging; test concentration mostly 10 µM. calls only at 10 µM (by protocol). hit rate 0.98% among 190,000;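 active = percentage of spot-positive cells more than 3 SD above its plate mean, without a fluorescence outlier flag or 80% toxicity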;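 also: spot-positive cell cutoff set from DMSO-treated cells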
# Yfh1-off respiration – mitochondrial function rescue without frataxin homolog – Friedreich's ataxia, plus single-dose screen, dose response (AID 1465). S. cerevisiae Yfh1-off respiration, WST-1 reduction, 72 h; higher fold induction means a stronger effect. fold induction at 50 µM, or EC50 in µM where a hit was titrated. hit rate 0.074% among 220,000;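 active = fold induction of absorbance versus untreated yeast above a set limit, then at least 30% activation at any dose in follow-up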;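 also: activators that raise dye reduction in frataxin-depleted yeast; strong numbers were not always called active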
# bCat nuc transl – beta-catenin nuclear translocation modulation | HeLa beta-catenin nuclear translocation, immunofluorescence imaging | nuclear translocation activity, % at 5 µM | hit rate 0.3% among 190,000;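 active = nuclear translocation activity above 50% at 5 µM, with a well cell count of 50 or more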;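 also: per-cell ratio of nuclear to cytoplasmic median beta-catenin stain intensity; plate controls were DMSO negative control for no effect and GSK-3 inhibitor IX positive control for full effect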
#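 Test system: HeLa cells, endogenous beta-catenin; Compound: single 5 µM dose plus 0.02–20 µM confirmation series; Times: compound exposure 24 h at 37°C; Signal: fluorescence imaging of beta-catenin antibody stain plus DAPI; Read-out: % activation, nuclear-to-cytoplasmic median beta-catenin signal ratio per cell.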
# NOD1 inhibition – inhibition of NOD1-driven NF-kB reporter – cell-based, luminescence, uHTS, primary screen (AID 1578). NOD1-driven NF-kB luciferase reporter cells, luminescence; higher % means a stronger effect. one-dose inhibition, % at 4 µM; EC50 in µM for titrated hits. hit rate 1% among 290,000; in the data active = inhibition mostly above about 36%, no sharp cut-off; inactive = mostly below about 34%;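 also: HEK-293T reporter cells stimulated with the NOD1 agonist gamma-tri-DAP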
# Dynein cargo inh – blocks dynein driven cargo transport along microtubules; 3617.4 mouse cells, GR-EGFP nuclear translocation imaging; test concentration mostly 20 µM; stimulated with dexamethasone, 1 µM; stronger effect = lower value; z-score, hits read low; hit rate 0.47% among 220,000; AID 1381;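 active = plate z-score of nuclear minus cytoplasmic receptor signal below a set negative limit, without overly bright fluorescence or cell loss, cut at about -3.5 in these data, passing the limit was not always enough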;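 also: z-score of nuclear minus cytoplasmic ring GR-EGFP intensity difference per well; some compounds called inactive have numbers as strong as hits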
#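 Buffer or medium: Induction medium lacking tetracycline, stripped serum | Also added: Dexamethasone agonist, 1.0 µM final, for 30 min | Timing: 48 h induction, 1 h compound, 30 min dex at 37 °C | Detection: Formaldehyde fixation, Hoechst nuclear stain, 10x automated fluorescence imaging | Measure: Nuclear versus cytoplasmic GR-EGFP signal, averaged per well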
# MT stabilizer – microtubule stabilization, imaging screen; AID 2205; % tubulin-high responders, % at 10 µM; HeLa tubulin immunostaining HCS, 24 h; share of cells brighter than vehicle mean+2SD; hit rate 0.83% among 200,000;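 active = plate Z-score above 3 for both tubulin-high and condensed-nucleus cell shares, with cell loss under 80%, at 10 µM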;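 also: anti alpha tubulin signal scored within the nucleus-defined area of each cell; some results filed as inactive read as strong as hits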
# Insulin prom up – MIN6 insulin promoter up-regulation; MIN6 insulin promoter-GFP reporter, high-content imaging; stronger effect = higher value; z-score at 5 µM; hit rate 0.3% among 190,000; AID 1625;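 active = z-score above 3 at 5 µM with at least 500 cells counted in the well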
# HEK293 NOD2/NF-kB – inhibition of NOD2-driven NF-kB reporter – cell-based, luminescence, uHTS, HEK293 (AID 1566) | HEK293 NOD2/NF-kB luciferase reporter, luminescence; higher % means a stronger effect | inhibition, % at 4 µM, or EC50 in µM where a hit was titrated | hit rate 0.63% among 290,000; in the data active = inhibition above about 50%; also: many of its hits are not listed in these tables
# P. falciparum M17LAP – P. falciparum M17LAP inhibitors, primary screen, biochemical, fluorogenic H-Leu-NHMec substrate, 1536-well (AID 1619) | recombinant M17LAP, H-Leu-NHMec fluorogenic kinetic assay; higher % means a stronger effect | one-dose inhibition, % at 30 µM; IC50 in µM for titrated hits | hit rate 0.38% among 220,000;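 active = compound inhibiting the enzyme by more than half at any dose during confirmatory dose-response retesting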;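 also: plate controls were full reaction with DMSO carrier for no effect and no enzyme background for full effect; strong numbers were not always called active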
# Dynein cargo inh cytoplasmic EGFP – further read-out of Dynein cargo inh, marked with its call; z-score; measured here: cytoplasmic GR-EGFP intensity; stronger effect = higher value
# Dynein cargo inh nuclear GR-EGFP – further read-out of Dynein cargo inh, marked with its call; z-score; measured here: nuclear GR-EGFP intensity;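 lower value marks the stronger effect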
# Dynein cargo inh cell count – further read-out of Dynein cargo inh, marked with its call; z-score; measured here: cell count per field
# Insulin prom up cell count – second read-out of Insulin prom up, no call of its own (marks repeat the call); cell count; measured here: cytotoxicity, nuclei count;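 total cells summed across four imaged fields per well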
# bCat nuc transl cell count 5 µM – second read-out of bCat nuc transl, no call of its own (marks repeat the call); cell count; measured here: cell count, cytotoxicity flag
# MT stabilizer Hoechst-high % – recorded beside MT stabilizer, whose call it bears; % Hoechst-high responders; measured here: nuclear condensation Hoechst responders;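 share of cells brighter than vehicle mean plus two SD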
# MT stabilizer cytotoxicity % – second read-out of MT stabilizer, no call of its own (marks repeat the call); toxicity, %; measured here: cytotoxicity by cell density;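 0% = mean cell density of plate MIN control wells and 100% = no cells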
# Autophagy HCS cell loss 18 h – second read-out of Autophagy HCS, no call of its own (marks repeat the call); toxicity, %; measured here: cell loss, nuclei count;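 cell loss after 18 h compound exposure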
# Active calls of the source: *; i = inactive; x = no result given. A portion of the library; count on the stated rates, not on these rows.
SMILES,Autophagy HCS,Autophagy HCS cell loss 18 h,Yfh1-off respiration,bCat nuc transl,bCat nuc transl cell count 5 µM,NOD1 inhibition,Dynein cargo inh,Dynein cargo inh cytoplasmic EGFP,Dynein cargo inh nuclear GR-EGFP,Dynein cargo inh cell count,MT stabilizer,MT stabilizer Hoechst-high %,MT stabilizer cytotoxicity %,Insulin prom up,Insulin prom up cell count,HEK293 NOD2/NF-kB,P. falciparum M17LAP
COC(=O)C1=C(C)N=C2SC(C#N)=C(N)N2C1c1cccc(OC)c1 (stereo not given),i,25,i,-1.8,1110,-5%,0.28,-0.18,0.39,1,2.0,0.9,3.3,0.01,981,-1%,0%
COc1ccc(OC)c(-c2csc(NC(=O)C3=NNC(=O)CC3)n2)c1,i,6,i,-0.1,986,x,-0.69,-0.3,0.084,0.23,3.3,2.4,9.2,1.5,1114,x,1%
CNC(=O)N(C1=NCC(C)(C)S1)c1ccc(F)c(Cl)c1,i,17,i,x,x,14%,1.3,0.7,0.99,-0.8,8.4,6.9,5.8,-0.29,894,6%,-10%
COc1ccccc1/C=N/NC(=O)c1ccc(NC(=O)c2cccc([N+](=O)[O-])c2)cc1,i,-1,i,-0.1,1061,-19%,-0.26,-0.16,-0.27,-0.15,1.4,2.3,3.5,0.28,1095,-20%,2%
CCOC1(OCC)C(c2ccc(Cl)cc2)C(C#N)(C#N)C1(OCC)OCC (stereo not given),i,25,x,-0.3,1076,-6%,-1.2,0.019,-0.38,-0.21,4.1,2.8,5.7,x,x,3%,-11%
Cc1ccc(C)c(NC(=O)C2(C)CC3c4ccccc4C2c2ccccc23)c1 (stereo not given),i,15,i,x,x,5%,0.36,-0.34,0.32,-0.074,3.5,2.5,7.2,x,x,8%,2%
O=C(Nc1ccc2c(c1)OCCO2)c1cnc2n(c1=O)CCS2,x,x,i,-1.9,1137,-23%,-1.1,-0.29,-0.44,0.61,2.9,2.3,7.4,x,x,-32%,-1%
Cc1ccc2oc3nc(C)c(C(=O)O)cc3c(=O)c2c1,i,-3,i,-1.0,1376,-29%,0.013,-0.22,-0.39,-0.33,1.7,1.6,7.1,-0.03,1422,-93%,9%
COc1cc2[nH]c(=O)n(CCC(=O)N3CC=C(c4ccccc4)CC3)c(=O)c2cc1OC,i,-5,i,-1.9,1178,0%,-0.71,-0.33,-0.36,0.49,1.0,1.0,3.5,-0.58,710,7%,12%
CC1Cc2ccccc2N1C(=O)NC1CC(=O)N(c2ccc3c(c2)OCCO3)C1 (stereo not given),i,9,i,-1.6,1094,-14%,0.47,-0.26,0.25,0.063,3.0,1.4,1.1,-0.64,1220,20%,5%
Cc1ccc(S(=O)(=O)c2nc(N3CCOCC3)sc2Cl)cc1,i,-6,i,0.4,1006,0%,0.36,0.14,0.074,0.34,4.9,2.5,7.9,0.52,1013,-2%,-2%
CNc1nc(N)c([N+](=O)[O-])c(NCC2CCCO2)n1 (stereo not given),x,x,i,-2.5,1110,0%,-0.27,-0.26,-0.2,1.1,x,x,x,-0.2,1428,9%,21%

# The list goes on; the last 2 above are carried over.
SMILES,Autophagy HCS,Autophagy HCS cell loss 18 h,Yfh1-off respiration,bCat nuc transl,bCat nuc transl cell count 5 µM,NOD1 inhibition,Dynein cargo inh,Dynein cargo inh cytoplasmic EGFP,Dynein cargo inh nuclear GR-EGFP,Dynein cargo inh cell count,MT stabilizer,MT stabilizer Hoechst-high %,MT stabilizer cytotoxicity %,Insulin prom up,Insulin prom up cell count,HEK293 NOD2/NF-kB,P. falciparum M17LAP
Cc1ccc(S(=O)(=O)c2nc(N3CCOCC3)sc2Cl)cc1,i,-6,i,0.4,1006,0%,0.36,0.14,0.074,0.34,4.9,2.5,7.9,0.52,1013,-2%,-2%
CNc1nc(N)c([N+](=O)[O-])c(NCC2CCCO2)n1 (stereo not given),x,x,i,-2.5,1110,0%,-0.27,-0.26,-0.2,1.1,x,x,x,-0.2,1428,9%,21%
COc1nc2ccccc2nc1OC,i,0,x,-0.7,1108,-1%,-0.14,-0.23,0.25,0.23,2.9,1.8,7.6,0.22,1392,8%,-2%
Nn1c(Cc2cccc3ccccc23)nnc1SCC(=O)N1CC(=O)Nc2ccccc21,i,-14,i,x,x,5%,3.3,-0.21,1.9,-1.7,1.9,1.0,6.3,-0.04,794,7%,-3%
Cc1ccc(NC(=O)C2CCCCC2C(=O)O)cc1Cl (stereo not given),i,-7,i,0.1,1540,-23%,1.4,-0.048,0.76,-1.8,2.7,2.0,10,0.6,1468,0%,77%
O=C(c1ccc2c(c1)[nH]c(=S)n1c3ccccc3nc21)N1CCN(c2ncccn2)CC1,i,-4,i,x,x,-3%,-0.24,-0.21,0.18,1.8,4.9,1.8,5.5,-0.01,815,9%,3%
COc1ccc(C(=O)N2CCC(C(=O)Nc3ccc4c(c3)OCCO4)CC2)cc1,i,0,i,x,x,-6%,0.56,-0.48,-0.083,0.52,1.1,1.4,21,-1.2,988,0%,11%
CC(C)NC(=O)N1CCN(c2ccncc2S(=O)(=O)N2CCOCC2)CC1,i,1,i,-4.1,1365,25%,-0.3,-0.18,-0.053,1.8,2.2,1.7,8.2,5.8*,1308*,9%,-16%
Cc1cccc2cc3c(N)c(C(=O)N4CCOCC4)sc3nc12,i,51,i,x,x,-5%,-0.67,-0.17,-0.34,-0.0029,62,19,85,x,x,9%,1%
CC1=CC(C)C2C(=O)N(CCC[N+](C)(C)C)C(=O)C2C1 (stereo not given),i,-4,i,1.6,1186,16%,0.13,-0.24,0.12,0.53,4.4,2.8,0.5,0.58,1206,10%,6%
NC(=O)C1CC(=O)N(c2ccc(OCc3c(Cl)cccc3Cl)cc2)C1 (stereo not given),i,5,i,-0.2,1016,-19%,-0.63,-0.27,-0.48,0.84,2.1,1.8,5.5,x,x,19%,-4%
Cc1c(C2OC(=O)C3(CCCCC3)C(=O)C2(C)C)c(=O)n(-c2ccccc2)n1C (stereo not given),i,-2,i,-0.7,1198,29%,1,-0.04,1.6,-2,4.9,2.3,0.5,1.3,1061,-10%,11%
COc1ccccc1OCCn1cc(/C=C(\C#N)C(=O)NCc2ccco2)c2ccccc21,i,2,i,-2.0,882,-9%,-0.31,0.034,0.088,0.42,2.3,1.8,4.1,-0.66,1186,27%,-1%
CCn1ncc(C2=NOC(C(=O)Nc3ccc(C)cc3)C2)c1C (stereo not given),i,-1,i,-0.4,1149,-4%,0.18,-0.15,0.17,0.31,2.1,1.3,8.0,-0.18,847,16%,2%
CCc1ccc(NC(=O)CSc2nnc(Cc3cccn3C)n2-c2ccc(F)cc2)cc1,i,-9,i,4.8,796,22%,-0.99,-0.17,-0.32,0.31,1.6,1.8,9.1,x,x,-2%,11%
CCOc1ccc(C2C3=C(CCCC3=O)Nc3ccc4ncccc4c32)cc1 (stereo not given),x,x,i,-0.5,1324,-7%,0.79,-0.73,0.64,-0.87,x,x,x,0.33,947,-8%,0%
O=C(O)c1cnccn1,i,28,i,-1.9,556,-24%,-0.42,-0.29,-0.035,1.1,4.1,3.5,8.7,x,x,14%,10%
C=CCNC(=O)/C(C#N)=C/c1ccc(OS(=O)(=O)c2ccc(C)cc2)c(OC)c1,i,0,i,x,x,10%,0.55,0.056,0.069,-1.7,4.6,2.1,6.8,0.11,1173,-19%,8%
COc1ccc(N(C(=O)c2ccco2)S(=O)(=O)c2cccc([N+](=O)[O-])c2)cc1,i,-14,i,x,x,13%,-0.45,-0.31,-0.25,0.43,1.2,1.5,20,0.33,844,8%,6%
CSC1=NCCN1C(=O)c1cccc(Br)c1,i,8,i,-2.9,995,3%,1.1,-0.22,0.7,-0.62,2.5,1.0,3.5,0.23,1602,-4%,-7%
Cc1cc(=O)[nH]c(N/N=C/c2cccs2)n1,i,1,i,0.0,477,-4%,0.65,-0.19,0.49,-0.17,1.2,1.1,13,-0.03,1159,12%,1%
COc1cccc(NC(=S)N(CCCN2CCCC2)Cc2ccco2)c1,i,7,i,-0.7,1060,-11%,-0.32,-0.31,-0.34,0.6,3.3,1.7,8.5,-0.17,1339,13%,-2%
CCOC(=O)C1CCCN(C(=O)c2cn(C)c(=O)c3cc(OC)c(OC)cc23)C1 (stereo not given),i,0,i,0.7,1279,-22%,3,-0.2,0.38,-0.99,1.4,1.5,10,0.16,1202,13%,-2%
O=C(Cn1nc(-c2ccccc2)ccc1=O)NCCCN1CCOCC1,x,x,i,-0.6,1333,-2%,0.19,-0.2,0.5,-0.18,x,x,x,0.26,1080,11%,10%
CCN(CC)S(=O)(=O)c1ccc2c(c1)nc(SCC(=O)N1CCCCCC1)n2-c1ccc(OC)cc1,i,19,i,-0.3,1150,5%,0.6,-0.12,0.78,0.75,2.8,1.5,10,-0.82,898,5%,1%
CNc1nccc(-c2ccc(Cl)cc2)c1C#N,i,-7,i,0.2,909,-46%,-0.33,-0.39,-0.27,0.84,5.9,3.4,11,-0.37,1332,-15%,-28%
CCOC(=O)c1cc2c(=O)n3ccccc3nc2n(Cc2ccccc2)c1=N,i,8,i,x,x,-14%,-0.5,2.4,0.17,0.92,1.4,1.0,21,-0.23,1220,7%,-37%
CCN(CC)C(=O)CN1C(=O)NC2(CCc3ccccc3C2)C1=O (stereo not given),i,-7,i,-5.6,1103,-32%,-1.1,-0.36,-0.55,0.6,4.0,2.8,4.1,-0.67,1604,13%,-6%
N=C1/C(=C\c2ccc(-c3cc(Cl)cc(Cl)c3)o2)C(=O)N=C2SC=C(c3ccccc3)N12,i,6,i,-0.6,1138,-22%,-0.16,-0.28,-0.08,0.76,6.6,2.5,11,0.22,1415,-1%,-7%

# Assay outcomes deposited in PubChem BioAssay by several laboratories.
